Screening data as filed in PubChem BioAssay.
hcGAS inh: Primary biochemical luminescence assay for human cyclic GMP-AMP synthase inhibitors; recombinant h-cGAS, ATP depletion, Kinase-Glo luminescence; inhibition, % at 12.5 µM; 290,000 tested, 0.081% active; AID 1259398, 2018;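 note: 0% = vehicle reaction and 100% = reaction without DNA for no activity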
Target sequence (Q8N884 whole entry, looked up): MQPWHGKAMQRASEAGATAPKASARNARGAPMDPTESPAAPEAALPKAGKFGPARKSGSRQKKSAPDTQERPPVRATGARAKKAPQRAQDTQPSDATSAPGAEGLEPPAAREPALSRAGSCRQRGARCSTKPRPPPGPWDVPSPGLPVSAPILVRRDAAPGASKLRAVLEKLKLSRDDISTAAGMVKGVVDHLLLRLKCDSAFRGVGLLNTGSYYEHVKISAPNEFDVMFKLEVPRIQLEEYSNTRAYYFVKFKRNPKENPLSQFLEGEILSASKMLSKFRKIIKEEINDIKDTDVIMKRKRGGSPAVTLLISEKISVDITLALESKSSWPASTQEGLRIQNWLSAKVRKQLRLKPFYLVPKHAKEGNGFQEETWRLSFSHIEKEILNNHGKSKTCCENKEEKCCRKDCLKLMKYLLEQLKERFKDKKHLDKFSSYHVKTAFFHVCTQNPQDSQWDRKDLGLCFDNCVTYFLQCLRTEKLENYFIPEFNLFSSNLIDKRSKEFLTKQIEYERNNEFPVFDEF
mcGAS lum: cyclic GMP-AMP synthase inhibitors, mouse, primary biochemical chemiluminescence. recombinant cGAS, Kinase-Glo ATP depletion luminescence. AID 1259399, 2018. inhibition, % at 12.5 µM. 160,000 tested, 0.15% active;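 note: 0% = negative control wells and 100% = reference inhibitor with no enzyme activity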
NPYLR7 ag: agonists of mosquito NPYLR7 receptor, primary screen, cell-based, Aedes aegypti, calcium fluorescence, mosquito biting behavior | Aedes aegypti neuropeptide Y-like receptor 7 (NPYLR7) | HEK293T NPYLR7/Galpha15, GCaMP6s calcium fluorescence | activation, % at 10 µM | 270,000 tested, 0.15% active | AID 1259423, 2018; in the data active = activation above about 40%;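 note: 0% = vehicle and 100% = reference agonist at the receptor; some compounds past the cut are filed as inactive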
An asterisk follows results filed as active; / = not tested or not shown; & = joins results of further samples. Cut-off read from the data, not from the text of the source, unless noted: active = inhibition above about 40%; inactive = the rest.

Fields: hcGAS inh	mcGAS lum	NPYLR7 ag
c1ccc(CN(Cc2nc(-c3ccccc3)no2)CC2CCC2)cc1
→ -6.9	-13.5	7.9
CN(Cc1ccccc1)c1cc(C(C)(C)C)nc(SCc2cccc(C(=O)N3CCCC3)c2)n1
→ -13.9	-6.6	2.0
CC(NC(=O)c1cccnc1N(C)C)c1ccccc1 (stereo not drawn)
→ -7.0	/	1.2
CC(C)c1cc(C2CCN(C(=O)C3=NN(C)C(=O)CC3)CC2)[nH]n1
→ -7.1	/	12.0
O=C(C1CCC(Cn2cnnn2)CC1)N1CCSCC1 (stereo not drawn)
→ -3.3	-6.1	/
CC1=CCC2COC(c3ccccn3)C1C2 (stereo not drawn)
→ -11.9	/	11.5
COc1cccc(C(=O)Nc2c3c(nn2-c2cccc(C)c2C)CS(=O)(=O)C3)c1OC
→ -6.8	/	4.5
COc1ccc(C(=O)N2CCC(Cc3ccc(-c4ccccc4)cc3)CC2)c(OC)c1
→ -7.1	-6.7	1.7
CN1OC(C)(CC(=O)NCc2ccc(Cl)cc2)N=C1c1ccc(N(C)C)cc1 (stereo not drawn)
→ -4.6	/	9.3
Cc1onc(-c2c(F)cccc2Cl)c1C(=O)N[C@@H]1C(=O)N2C(C(=O)O)C(C)(C)S[C@H]12 (stereo partly drawn)
→ -3.6	/	-0.5
CCN1CCC(C(=O)NC(c2ccccc2)c2ncccc2C)CC1 (stereo not drawn)
→ -3.4	-4.5	9.4
COCCn1c(O)c(C(C)=Nc2sc3c(c2C#N)CCC3)c(=O)[nH]c1=S
→ -2.8	/	4.7
O=C(c1ccc(Cl)cc1)N1CCOC(COCc2ccccc2)C1 (stereo not drawn)
→ -6.7	/	25.0
CNC(=O)[C@H]1CN(C(=O)c2ccc3c(c2)OCO3)[C@]2(C)C(=O)N(CC3CC3)c3ccccc3[C@H]12
→ 10.2	0.6	-9.3
Cc1ccccc1OCC(O)CN(Cc1ccc(F)cc1)Cc1cccs1 (stereo not drawn)
→ -8.8	-7.3	16.1
CNS(=O)(=O)Cc1ccccc1CNC(=O)c1ccccc1SC
→ -5.5	/	6.6
Fc1ccccc1OCCNC1CCC2(CCNCC2)CC1
→ -6.9	-17.7	19.8
O=c1c(Cl)c(NC2CC2)cnn1-c1ccccc1
→ -0.1	/	-1.1
O=C(Nc1ccc(Cl)c2c1C(=O)c1ccccc1C2=O)c1ccc([N+](=O)[O-])cc1Cl
→ -4.9	-5.0	-4.1
Cc1cc(Cl)ccc1-n1ncc(C(=O)NCC(C)(C)CN(C)C)c1N
→ -7.2	/	-0.6
CCn1c(=O)c(C(=O)N2CCOCC2)nn(-c2ccc(S(C)(=O)=O)cc2)c1=O
→ 5.0	1.1	-4.7
COc1ccccc1N(CCCN1C(=O)c2cccc3cccc(c23)C1=O)C(C)=O
→ 0.3	-2.2	3.9
O=C(NCCCN1CCN(Cc2ccccc2)CC1)N1CCc2ccccc21
→ -8.2	-18.1	14.0
Cc1noc(-c2cccnc2)c1C(=O)NCc1ccccc1Cl
→ 3.8	3.5	3.4
C=c1occc1=C1NN=C(SCC(=O)c2cc(C)n(CC(F)(F)F)c2C)O1
→ -1.1	/	15.8
CN1CCN(C(CNC(=O)NC2CCCCC2)c2ccc3c(c2)CCN3C)CC1 (stereo not drawn)
→ -2.5	-7.6	-4.4
Cc1ccc2nc(COCC(=O)N3CCOC(C(F)(F)F)C3)[nH]c2c1 (stereo not drawn)
→ -1.0	/	8.8
C[C@H](NC(=O)c1ccc(Cl)cc1)C(=O)NNC(=O)c1cccs1
→ -4.3	/	11.0
CCCn1c(=O)c2c(nc3n(CCCOC)c(C)c(C)n23)n(C)c1=O
→ -8.0	/	1.4
CCONC(=O)CCc1c(C)nc2c(cnn2C(C)C)c1C
→ -8.3	/	-2.0
Nc1[nH]c(=O)ncc1F
→ -2.8&-7.8	-5.8	-9.6&0.3
CC(NC(=O)c1cc(-c2ccc(F)cc2)nc2cc(-c3ccc(Cl)cc3)nn12)c1ccccc1 (stereo not drawn)
→ -4.6	-2.9	/
Cc1cccc(CN(C(=O)c2ccc(F)cc2)C2CCC(NC(=O)C3CCN(C(=O)CCCl)CC3)CC2)c1 (stereo not drawn)
→ -7.8	-10.5	/
NC(=O)c1cnccn1
→ -8.2&-3.5&0.2&6.7	-3.3	-4.0&-1.4&-5.8&1.0
CC(O)c1cccc(NC2(c3ccccc3)C(=O)c3ccccc3C2=O)c1 (stereo not drawn)
→ -10.5	/	-0.1
C=CCc1cccc2cc(C(=O)NCCCN3CCOCC3)c(=O)oc12
→ -8.2	-7.2	11.7
COc1cc(C=C2CCC/C(=C\c3ccc(O)c(OC)c3)C2=O)ccc1O
→ 0.8	/	-20.2
CC(C(=O)NC1CCCCC1)N1CCN(CC(=O)Nc2ccccc2C(F)(F)F)CC1 (stereo not drawn)
→ -8.4	-6.7	11.5
C=C=CSc1nnnn1-c1ccc(Cl)cc1
→ 0.1	-1.4	2.4
CC(=O)NC(CCS(C)(=O)=O)C(=O)Nc1nccs1 (stereo not drawn)
→ -9.8	/	14.1
O=C(CCCn1nc(-c2ccc(F)cc2)ccc1=O)Nc1ccc(F)c(F)c1
→ -6.4	-7.8	7.1
COCCN1CCC(CN2CCN3C(=O)CNC(=O)C3C2)CC1 (stereo not drawn)
→ -2.7	-14.7	1.8
Cc1cc(F)ccc1OCc1noc(-c2ccc(Cl)cc2)n1
→ -4.9	-3.3	/
O=C(c1cc(COc2cncc(Cl)c2)on1)N1CCCCC1c1ccc(F)cc1 (stereo not drawn)
→ -7.8	-10.1	4.3
CC(C)Cc1nc(N2CCCN(C(=O)CCc3ccccc3)CC2)c2c(-c3cccc(C(F)(F)F)c3)noc2n1
→ -7.0	-5.5	15.6
COc1ccc2[nH]c(CN3CCCC(N4CCc5ccccc5C4)C3)c(C)c2c1 (stereo not drawn)
→ -6.8	-9.1	15.3
CCc1nc2ccc(C(=O)N(C)Cc3ccccc3)cn2c1N(CC)CCN(C)C
→ -4.6	-2.5	-2.1
Cc1ccc(C(N)=NOC(=O)Cc2cccc3ccccc23)cc1
→ -0.2	-7.0	-7.6
COCCNCc1nn(-c2ccc(F)cc2)c2c1CN(Cc1ccc(F)cc1)CC2
→ -8.5	/	22.6
COc1ccccc1CN(CCc1c[nH]c2ccccc12)C(=O)CN(C(=O)C(c1ccccc1)c1ccccc1)C1CC1
→ -4.7	-7.5	11.1
O=C(Nc1ccc(-c2ccco2)cc1)C1CCCN(Cc2coc3ccccc3c2=O)C1 (stereo not drawn)
→ -6.8	/	0.0
NC(=O)c1ccsc1NC(=O)COC(=O)Cc1ccc(Cl)c(Cl)c1
→ -4.4	/	1.5
COCCCn1c(-c2ccc(OC)cc2)nc2c(c(=O)c3ccccc3n2C)c1=O
→ 3.9	/	-0.7
CC1CCN(C2=NS(=O)(=O)c3ccccc32)CC1
→ -5.4	/	0.6
CN(Cc1ccccc1)C1CCCN(C(=O)CSc2ccccc2)C1 (stereo not drawn)
→ -2.0&-7.0	/	0.2&-1.2
CCNC(=O)N(Cc1ccc(N(CC)CC)cc1OS(=O)(=O)CC)C(C)CC (stereo not drawn)
→ -9.0	-5.0	21.5
CCC1CN(S(=O)(=O)N2CCCCC2)CCO1 (stereo not drawn)
→ -10.9	/	-1.2
c1nc(N2CCCC2c2nnc3n2CCCCC3)c2sccc2n1 (stereo not drawn)
→ -1.1	/	1.1
CCOC(=O)N1CCN(c2cc(Oc3cc(C)ccc3Cl)ncn2)CC1
→ -6.9	-7.2	-10.0
CCc1nnc([C@@H]2CC(F)(F)CN2C2CCOCC2)o1
→ -11.4	-6.3	/

Arranged by SMILES length (low to high): part of the list above.
Fields: hcGAS inh	mcGAS lum	NPYLR7 ag
CC1=CCC2COC(c3ccccn3)C1C2 (stereo not drawn)
→ -11.9	/	11.5
C=C=CSc1nnnn1-c1ccc(Cl)cc1
→ 0.1	-1.4	2.4
Fc1ccccc1OCCNC1CCC2(CCNCC2)CC1
→ -6.9	-17.7	19.8
CC(NC(=O)c1cccnc1N(C)C)c1ccccc1 (stereo not drawn)
→ -7.0	/	1.2
CC1CCN(C2=NS(=O)(=O)c3ccccc32)CC1
→ -5.4	/	0.6
CC(=O)NC(CCS(C)(=O)=O)C(=O)Nc1nccs1 (stereo not drawn)
→ -9.8	/	14.1
Cc1cc(F)ccc1OCc1noc(-c2ccc(Cl)cc2)n1
→ -4.9	-3.3	/
COCCN1CCC(CN2CCN3C(=O)CNC(=O)C3C2)CC1 (stereo not drawn)
→ -2.7	-14.7	1.8
Cc1ccc(C(N)=NOC(=O)Cc2cccc3ccccc23)cc1
→ -0.2	-7.0	-7.6
NC(=O)c1ccsc1NC(=O)COC(=O)Cc1ccc(Cl)c(Cl)c1
→ -4.4	/	1.5
Cc1cc(Cl)ccc1-n1ncc(C(=O)NCC(C)(C)CN(C)C)c1N
→ -7.2	/	-0.6
C[C@H](NC(=O)c1ccc(Cl)cc1)C(=O)NNC(=O)c1cccs1
→ -4.3	/	11.0
CCNC(=O)N(Cc1ccc(N(CC)CC)cc1OS(=O)(=O)CC)C(C)CC (stereo not drawn)
→ -9.0	-5.0	21.5
COc1ccc2[nH]c(CN3CCCC(N4CCc5ccccc5C4)C3)c(C)c2c1 (stereo not drawn)
→ -6.8	-9.1	15.3
CC(C(=O)NC1CCCCC1)N1CCN(CC(=O)Nc2ccccc2C(F)(F)F)CC1 (stereo not drawn)
→ -8.4	-6.7	11.5
CN(Cc1ccccc1)c1cc(C(C)(C)C)nc(SCc2cccc(C(=O)N3CCCC3)c2)n1
→ -13.9	-6.6	2.0
CC(NC(=O)c1cc(-c2ccc(F)cc2)nc2cc(-c3ccc(Cl)cc3)nn12)c1ccccc1 (stereo not drawn)
→ -4.6	-2.9	/

Additional results:
Fields: hcGAS inh	mcGAS lum	NPYLR7 ag
CC1CCCCC1NC(=O)c1cc2c(=O)n3ccccc3nc2n1C (stereo not drawn)
→ -4.2	-5.0	0.4
COCCN(Cc1nc(C(=O)O)cs1)C(=O)Nc1ccc(OC)cc1
→ -9.1	-7.1	0.6
CCCC1(CCC)NC(=O)N(CC(=O)c2[nH]c(C)c(C(=O)OCC)c2C)C1=O
→ -3.3	/	0.2
COc1ccc(OC)c(S(=O)(=O)N2CCN(c3ncccc3C(=O)NCc3ccc4c(c3)OCO4)CC2)c1
→ -3.1	-3.5	21.2
Cc1ccc2[nH]nc(-c3ccc(F)c(CO)c3)c2c1
→ -3.1	/	-4.7
CN(c1cccc(Cl)c1)S(=O)(=O)c1cccc(C(=O)Nc2ncccn2)c1
→ -5.1	/	7.8
CC(C)N(C(=O)CN1CCCC1c1ccc(O)cc1)c1ccccc1 (stereo not drawn)
→ 2.7	/	-0.7
CCOC(=O)c1sc2nc(C)n(N=Cc3ccco3)c(=O)c2c1C
→ 3.6	0.5	0.9
COCCn1c(N2CCN(Cc3ccc(Br)cc3)CC2)nc2c1c(=O)[nH]c(=O)n2C
→ -4.1	-8.5	-0.2
CCCn1c(CN2CCOCC2)nc2c1c(=O)n(C)c(=O)n2C
→ -1.6	-10.3	6.3
Cc1ccc(NC(=O)C2CC2)cc1NC(=O)NCc1ccc(N(C)C)cc1
→ -9.5	/	1.0
CC1(C)Cc2ccc(C(=O)NCc3nnc4n3CCCC4)c(O)c2O1
→ -4.7	/	3.6
Fc1ccc(CN2CCCC3(CCN(C4CCN(Cc5ccccn5)CC4)C3)C2)cc1 (stereo not drawn)
→ -9.2	/	6.4
Cc1nn(-c2ccccc2)c(C)c1CC(=O)N1CCC2(CCCO2)CC1
→ -6.7	-13.9	8.8
Cc1ccc(NC(=O)N2CCc3nc(-c4ccccc4)nc(N4CCCC4)c3C2)cc1Cl
→ -9.0	-5.5	22.1
O=C(C1CCC1)N1CCN(C(c2ccccc2)c2ccc(F)cc2)CC1 (stereo not drawn)
→ -0.8	-4.2	-4.2
CCOC(=O)C1=C(C)N(CCCCCC(=O)O)C(=O)NC1c1ccc(OC)cc1 (stereo not drawn)
→ 2.5	/	-10.1
CCOc1ccc(C(=O)Nc2cc(C(=O)N3CCOCC3)cn(C)c2=O)cc1OCC
→ -4.0	-2.2	-11.8
COc1ccc(OC)c2c1sc(=NC(=O)c1ccnn1C)n2C
→ -4.9	-5.3	/
Cc1nc(CCC(=O)N2CCOC(C(F)(F)F)C2)n[nH]1 (stereo not drawn)
→ -3.4	-9.1	4.3
CC(NCc1cccc(C#N)c1)c1ccccc1F (stereo not drawn)
→ -10.9	-6.2	-0.8
C=CCn1c(N)c(C(=O)NC2CCCCC2)sc1=S
→ 4.1	/	0.0
CC(C)c1nnsc1CN1CCOC(c2ccc(Cl)cc2)C1 (stereo not drawn)
→ -4.2	-13.6	5.0
CCOC(=O)C1=C(C)N=c2s/c(=C\c3ccc(Cl)cc3Cl)c(=O)n2C1c1ccccc1 (stereo not drawn)
→ -2.4	-4.1	-3.6
COc1cc(C=C(C#N)c2nc(C)cs2)cc2c1OCO2
→ -1.6	/	1.9
COc1cccc(C(=O)N2C(C(=O)NCc3ccccn3)COC23CCN(C(=O)c2ccc(Cl)cc2)CC3)c1 (stereo not drawn)
→ -4.1	-8.3	/
CC(C)(C)CC(=O)N1CCN(S(=O)(=O)c2cccc(Cl)c2)CC1
→ -10.6	/	5.6
C=CCN(Cc1ccccn1)Cc1ncc[nH]1
→ -7.5	-11.8	/
